# Screens from PubChem.
# GLS inhibitor = qHTS for Inhibitors of Glutaminase (GLS). Potency, µM (doses to about 45.5 µM), for inactives: at the highest dose activity change, negative = inhibition, hits mostly inhibitors. GLS enzymatic activity, qHTS titration. Glutaminase kidney isoform, mitochondrial (Homo sapiens), O94925. 410,000 tested, 0.21% active; further: potency means the concentration at half of the fitted maximal effect; on the % scale 0 is the no-effect control and ±100 the full control effect
#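 Compounds were pin-transferred onto hKGA, after which L-glutamine (1 mM solution) and a detection mix of glutamate oxidase, HRP and Amplex Red were added. Initial and 30 min RT fluorescence reads were collected.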
# HP1b chromo inh = HTS for Inhibitors of HP1-beta Chromodomain Interactions with Methylated Histone Tails | Chromobox protein homolog 1 (Homo sapiens), P83916 | AID 540317, 2011 | Potency, µM (doses to about 114 µM), for inactives: top-dose activity change, negative = inhibition, usual class: inhibitors | AlphaScreen HP1-beta / biotin-H3K9me3 peptide binding | 390,000 tested, 0.56% active; further: potency means the concentration at half of the fitted maximal effect; nearly all actives have a fitted effect of over 70% in size; inactives centre near 23
#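 Compound inhibition of the preformed complex between 50 nM HP1-beta and 50 nM biotinylated H3K9me3 peptide was read by AlphaScreen. Buffer was PBS pH 7.4 with 0.01% Tween-20. Incubations ran 30 min at room temperature, with 10 ug/mL donor/acceptor beads.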
# BAZ2B block = qHTS Assay for Inhibitors of BAZ2B. Bromodomain adjacent to zinc finger domain protein 2B (Homo sapiens), Q9UIF8. AlphaScreen BAZ2B-H3K14Ac peptide displacement. Potency, µM (highest dose often 114 µM), for the others: at the highest dose activity change, negative = inhibition, most hits filed as inhibitors. 360,000 tested, 4.4% active. AID 504333, 2011; further: potency means the concentration at half of the fitted maximal effect; on the % scale 0 is the no-effect control and ±100 the full control effect; nearly all actives have a fitted effect of over 60% in size
#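 Compounds, titrated to a top concentration of 110 uM, were incubated 30 min at room temperature with preformed BAZ2B/acetyl-K14 H3 peptide complex (50 nM each). Proximity signal was measured by AlphaScreen after 20 min with beads.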
# POLH inh = qHTS for Inhibitors of Polymerase Eta; DNA polymerase eta (Homo sapiens), Q9Y253; recombinant Pol eta, fluorescent DNA replication assay; Potency, µM (series often up to 114 µM), for inactives: top-dose activity change, negative = inhibition, actives largely listed as inhibitors; 390,000 tested, 1.2% active; further: potency means the concentration at half of the fitted maximal effect; on the % scale 0 is the no-effect control and ±100 the full control effect
#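 Pol eta at 10 nM preincubated with compounds 15 min at room temperature; reaction started with fluorescent substrate (50 nM final) and read kinetically at 0 and 10 min.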
# PGK inhibitor = qHTS Assay to Find Inhibitors of Phosphoglycerate Kinase. Phosphoglycerate kinase, glycosomal (Trypanosoma brucei brucei), P07378. PGK/GAPDH coupled, Kinase-Glo luminescence, 60 min. Potency, µM (series often up to 57.5 µM), without a hit: at the highest dose activity change, negative = inhibition, usual class: inhibitors. 380,000 tested, 0.043% active; further: potency means the concentration at half of the fitted maximal effect; on the % scale 0 is the no-effect control and ±100 the full control effect; nearly all actives have a fitted effect of over 60% in size
# Target sequence (P07378 whole entry, looked up): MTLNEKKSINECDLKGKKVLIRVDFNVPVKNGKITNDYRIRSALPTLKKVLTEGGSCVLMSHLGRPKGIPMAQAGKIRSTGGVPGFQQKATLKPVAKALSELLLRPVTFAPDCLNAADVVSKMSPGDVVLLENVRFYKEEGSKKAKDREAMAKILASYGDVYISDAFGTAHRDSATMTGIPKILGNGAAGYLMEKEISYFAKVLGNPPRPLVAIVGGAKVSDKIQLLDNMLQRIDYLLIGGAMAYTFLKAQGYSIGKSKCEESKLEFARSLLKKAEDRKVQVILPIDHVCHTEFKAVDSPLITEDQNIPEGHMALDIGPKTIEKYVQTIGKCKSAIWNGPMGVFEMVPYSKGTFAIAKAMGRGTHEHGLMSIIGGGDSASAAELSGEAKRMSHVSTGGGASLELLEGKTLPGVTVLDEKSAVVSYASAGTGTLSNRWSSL
#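 Recombinant glycosomal PGK reaction used 1,3-bisphosphoglycerate generated in-well by GAPDH (100nM final) in 100mM TEA pH 7.6, 5mM MgCl2, 0.01% Tween-20. After 60 minutes at room temperature, ATP was read by Kinase-Glo Plus luminescence end-point.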
# PI4K2A block = qHTS for small molecular inhibitors of PI4K2A; Phosphatidylinositol 4-kinase type 2-alpha (Homo sapiens), Q9BTU6; purified PI4K2A, ADP-Glo luminescence, 1 h; hits give low values; activity change, negative = inhibition, % at 76.9 µM; 420,000 tested, 0.13% active; AID 1346378, 2018; in the data active means activity change below about -50%; inconclusive means mostly about -30% to -49%;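 further: -100% = wells without enzyme as full effect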
# Target sequence (Q9BTU6 whole entry, looked up): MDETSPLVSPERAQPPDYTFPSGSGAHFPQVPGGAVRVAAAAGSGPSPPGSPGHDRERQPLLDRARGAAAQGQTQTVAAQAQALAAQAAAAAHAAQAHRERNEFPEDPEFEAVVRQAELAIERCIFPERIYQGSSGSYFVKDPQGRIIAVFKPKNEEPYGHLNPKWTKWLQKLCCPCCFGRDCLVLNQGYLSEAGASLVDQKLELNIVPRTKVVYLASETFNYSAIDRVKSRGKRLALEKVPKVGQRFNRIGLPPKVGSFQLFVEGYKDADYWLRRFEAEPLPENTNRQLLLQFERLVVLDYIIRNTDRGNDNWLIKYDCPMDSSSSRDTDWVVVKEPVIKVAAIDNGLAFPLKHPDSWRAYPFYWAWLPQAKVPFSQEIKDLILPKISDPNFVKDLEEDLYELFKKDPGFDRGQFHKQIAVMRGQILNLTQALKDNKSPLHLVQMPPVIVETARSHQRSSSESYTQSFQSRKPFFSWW
#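 In this quantitative HTS, ADP production by PI4K2A was quantified luminescently after 1 h at ambient temperature; 100 microM adenosine served as plate-quality control.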
# JMJD2A Tudor inh = qHTS Assay for Inhibitors of JMJD2A-Tudor Domain | 390,000 tested, 4.4% active | Potency, µM (highest dose often 114 µM), for the others: top-dose activity change, negative = inhibition, actives largely listed as inhibitors | AlphaScreen JMJD2A-Tudor / H3K4me3 peptide binding | AID 504339, 2011; further: potency means the concentration at half of the fitted maximal effect; on the % scale 0 is the no-effect control and ±100 the full control effect; nearly all actives have a fitted effect of over 50% in size
# G9a block = qHTS Assay for Inhibitors of Histone Lysine Methyltransferase G9a; 350,000 tested, 8.8% active; Potency, µM (titrated, usually from 102 µM), inactives show at the highest dose activity, negative = inhibition, most hits filed as inhibitors; G9a H3K9 monomethylation, AlphaScreen, 2 h; AID 504332, 2011; Histone-lysine N-methyltransferase EHMT2 (Homo sapiens), Q96KQ7; further: potency means the concentration at half of the fitted maximal effect; on the % scale 0 is the no-effect control and ±100 the full control effect; nearly all actives have a fitted effect of over 75% in size
#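 Compounds were preincubated with 20 nM G9a for 15 min, after which biotinylated H3K9 peptide (500 nM) and SAM (20 uM) started a 2 h room-temperature reaction. Monomethylated product was quantified by antibody-based AlphaScreen chemiluminescence.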
# Pin1 inh = qHTS Assay to Find Inhibitors of Pin1; Pin1 FP peptide displacement, HiFluor488, 10 min; Potency, µM (titrated, usually from 115 µM), without a hit: top-dose activity, negative = inhibition, most hits filed as inhibitors; Peptidyl-prolyl cis-trans isomerase NIMA-interacting 1 (Homo sapiens), Q13526; 390,000 tested, 0.009% active; AID 504891, 2011; active means well fitted inhibition curve with a large enough effect in the polarisation, with a control signal flat, not every such curve was filed as active; inconclusive means small, poorly fitted or top-dose-only effect, or effect the other way, or a change in a side signal; inactive means no such curve, though single readings can be large or run the other way; the % refers to the polarisation; further: potency means the concentration at half of the fitted maximal effect; on the % scale 0 is the no-effect control and ±100 the full control effect
# Target sequence (Q13526 whole entry, looked up): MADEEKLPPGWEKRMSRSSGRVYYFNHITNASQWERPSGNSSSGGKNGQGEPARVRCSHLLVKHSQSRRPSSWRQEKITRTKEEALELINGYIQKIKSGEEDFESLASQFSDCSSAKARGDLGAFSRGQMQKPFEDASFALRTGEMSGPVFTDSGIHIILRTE
# An asterisk follows results filed as active; i = inactive; ? = inconclusive; nt = no result given; & = joins results of further samples; [ ] = dose if it differs, or a comment. Unless noted, the call rests on the fitted dose curve; in most records, active means well fitted curve in the direction sought with a large enough effect; inconclusive means small, poorly fitted or top-dose-only effect, or another doubt; inactive means no such curve, though single readings can be large; an effect the other way counts as inactive or inconclusive.
SMILES,GLS inhibitor,HP1b chromo inh,BAZ2B block,POLH inh,PGK inhibitor,PI4K2A block,JMJD2A Tudor inh,G9a block,Pin1 inh
CCC(C)NC(=O)c1cn(CC)c2ccc(S(=O)(=O)N3CCCCCC3)cc2c1=O (centres undefined),0%,31%,-4%,-8%,5%,4,-12%,21%,1%
O=C1CCC(=O)N1c1ccc(S(=O)(=O)Nc2cccc([N+](=O)[O-])c2)cc1,3%,36%,-10%,-12%,0%,1,-11%,nt,-4%
CC(C)(C)NC(=O)CN(CCc1ccccc1)C(=O)c1csnn1,0%,17%,-1%,10%,-1%,-2,-3%,25%[12.7 µM],-6%
COc1cccc(C(C(=O)NC2CCCC2)N(CC2CCCO2)C(=O)Cc2cccs2)c1 (centres undefined),1%,33%,-1%,-15%,-1%,0,-14%,-1%,-3%
CCO/N=C/C(=O)Nc1ccc(F)cc1F,11%,40%[activator],6%,-8%,0%,2,-6%,nt,5%
Cc1ccc(C)c(N2CCN(C(=O)CCc3nc4ccccc4[nH]3)CC2)c1,1%,24%,-8%,-15%,-5%,0,-29%,-24%,-3%
C=CCNC(=O)c1ccc(C(=O)c2ccccc2)cc1,1%,43%[activator],-3%,-17%,5%,5,-6%,-13%,6%
O=C(CCNc1n[nH]c(=O)[nH]c1=O)N/N=C\c1ccc(Br)cc1,4%,12%,-13%,5%,6%,3,-7%,6%,0%
COc1ccc(C(CNC(=O)c2cccc(NS(=O)(=O)c3ccc(C)c(F)c3)c2)N(C)C)cc1 (centres undefined),17%,21%,-31%,3%,-5%,1,-24%,-37%,1%
CCCCNC(=O)c1onc(CSc2cccc(Cl)c2)c1C(=O)O,30%[activator],35%,-6%,-17%,-4%,-4,-9%,24%[0.501 µM],-2%
O=C(Nc1ccc2c(c1)OCCO2)c1ccc(NC(=O)C2CCCO2)cc1 (centres undefined),-1%,29%,0%,-6%,i,1,-15%,18%[2.33 µM],-4%
Cc1nn(-c2ccc(C(=O)OC(C)C)cc2)c(C)c1[N+](=O)[O-],-10%,25%,-5%,-1%,-3%,1,1%,19%[59 µM],-6%
CN(CC(=O)Nc1ccc(F)c(F)c1F)C(=O)CN1C(=O)NC2(CCCC2)C1=O,-4%,-12%,0%,-12%,3%,-1,-11%,-5%,3%
Nc1nc(CN2CCCCCC2)nc(Nc2ccccc2)n1,38%[activator],13%,10µM*,3%,-4%,-4,20µM*,?,7%
O=C(Nc1cc(S(=O)(=O)N2CCOCC2)ccc1N1CCCCC1)c1ccc(Cl)cc1,-25%,?,-9%,-20%,-5%,-7,-36%,?,-3%
CCOc1ccc2nc(N3CCCCCC3)sc2c1,3%,38%,9%,-2%,0%,-2,0%,24%[59 µM],1%
COC(=O)c1cc(=O)nc2scc(C)n12,3%,37%,-25%,-9%,-9%,3,-3%,-20%,-8%
C/C(=N\NC(=O)c1cccc(N2CCCC2=O)c1)c1ccc(N)cc1,7%,-1%,-9%,-10%,-5%,2,-28%,-10%,1%
Cc1nnc(SCC(=O)Nc2cccc(S(=O)(=O)N3CCCCC3)c2)s1,-2%,13%,-3%,-6%,-1%,-3,-11%,10%[2.33 µM],1%
CN(Cc1cn(C)nc1-c1ccccc1F)CC1CCN(Cc2ccccc2)CC1,-7%,28%,-12%,-1%,-6%,2,-26%,-35%,0%
COc1ccc(/C=N/NC(=O)CCC(=O)Nc2ccc(F)cc2)c(OC)c1,3%,29%,-2%,7%,-7%,4,-10%,9%,-1%
O=C1c2ccccc2C(=O)N1CC(=O)N1c2ccccc2CCc2ccccc21,0%,56%[activator],-26%,-6%,2%,1,-13%,10%,0%
COCCN(C(=O)c1cc2c(s1)CCCCC2)c1c(N)n(CC(C)C)c(=O)[nH]c1=O,-4%,52%[activator],38%[activator],-8%,-4%,1,-12%,1%[59 µM],0%
CC(C)(C)C(=O)NNC(=O)c1cc(C(C)(C)C)nn1Cc1ccccc1,-6%,24%,-12%,-21%,-3%,-4,1%,-6%,5%
C=CCc1c(C)c(C#N)c2nc3ccccc3n2c1NCCN(C)C,21%,38%,13%,8%,0%,2,12%,-11%[2.33 µM],4%
CCCN(C(=O)CSc1nc2cc(S(=O)(=O)N(CC)CC)ccc2o1)C1CCS(=O)(=O)C1 (centres undefined),-1%,-2%,1%,-13%,-10%,-6,-13%,1%[0.501 µM],-8%
COc1ccc(Cn2nnnc2C(c2ccc(F)cc2)N2CCN(C3CCCC3)CC2)cc1 (centres undefined),-6%,15%,-1%,-17%,-7%,13,6%,13%[59 µM],3%
Cc1ccc(-c2nnn(CC(=O)N(c3ccc(F)cc3)C(C(=O)NC3CCCC3)c3ccco3)n2)o1 (centres undefined),0%,31%,3%,-3%,-9%,3,-3%,-11%,7%
COc1cc(C(=O)OCCc2c(C)nc3nc[nH]n3c2=O)cc(OC)c1OC,-2%,52%[activator],-20%,-21%,0%,-3,5%,-22%,-1%
O=C(COC(=O)CCSc1ccccc1Cl)Nc1ccc(F)cc1F,3%,67%[activator],43%[activator],-13%,i,3,15%,-9%[59 µM],-4%
CCOC(=O)c1ccc(Nc2nc(N3CCOCC3)nc(N3CCOCC3)n2)cc1,2%,37%,?,?,i,-1,-27%,?,0%
C=CCNCCOc1ccc(C)cc1[N+](=O)[O-],8%,?,40µM*,-9%,5%,9,50µM*,nt,-1%
COc1cc(NC(=O)c2ccc(C)cc2)ccc1NC(=O)c1cc2ccccc2o1,-5%&1%,1%&20%,-2%&-2%,?,-3%&-3%,-2&-5,?,-7%,0%&-3%
O=C(NCCc1ccc(F)cc1)c1cc(=O)c2ccccc2o1,8%,23%,-2%,-12%,1%,7,-17%,3%,4%
Cc1cc2c(=O)n(C)c(SCC(=O)c3cc4ccccc4o3)nc2s1,-3%,21%,-29%,-29%,-5%,-1,-23%,?,?
O=C(NCc1ccc2c(c1)OCO2)c1ccc(CS(=O)(=O)c2ccc(Br)cc2)o1,2%,36%,-15%,-9%,10%,0,-11%,?,?
CCc1cc2c(=O)c(-c3ccc4c(c3)OCCO4)coc2cc1OS(C)(=O)=O,0%,16%,-3%,0%,2%,1,-9%,-2%,39%[activator]
Cc1cc(Br)ccc1NC(=O)CSc1nnc(CN2CCOCC2)n1C,-3%,41%[activator],4%,3%,-4%,-3,4%,-6%[59 µM],8%
COc1ccc(/C=C/c2c([N+](=O)[O-])c(=O)n(C)c(=O)n2C)cc1O,0%,3%,1%,4%,-15%,-9,-7%,-49%[59 µM],-1%
O=C(NCC1CCCN1S(=O)(=O)c1cccs1)c1ccc(F)c(F)c1 (centres undefined),-5%,28%,-1%,-5%,-7%,-1,1%,-1%,-4%
COc1ccc(Nc2ncnc3sccc23)c(OC)c1,3%,18%,-20%,-4%,-1%,-1,-15%,?,2%
COC(=O)c1scc(-c2ccc(C)cc2)c1S(=O)(=O)Nc1ccc(OC(F)(F)F)cc1,0%,17%,-2%,-15%,2%,3,-14%,3%[59 µM],-1%
S=C(Cc1ccccc1)Nc1ccccc1,-3%,43%[activator],nt,-6%,-3%,0,?,nt,-9%
O=C(Nc1ccccc1)OCC(CN1CCCCC1)OC(=O)Nc1ccccc1 (centres undefined),6%,53%[activator],1%,-14%,-3%,3&-4,6%,-10%[59 µM],-1%
Cc1c(Cc2ccccc2)c(=O)oc2c(C)c(OCC(=O)Nc3ccc(C#N)cc3)ccc12,3%,15%,-1%,-17%,i,1,-6%,12%,-9%
COc1ccc(OCC(=O)Nc2ccc(S(=O)(=O)N(C)c3ccccc3)cc2)cc1,0%,32%,-23%,-14%,i,-5,-27%,?,9%
CC(=O)Nc1ccc(S(=O)(=O)NCC(=O)N2CCN(S(=O)(=O)c3cccs3)CC2)cc1,0%,45%[activator],5%,-1%,7%,1,-5%,-48%[12.7 µM],6%
Cc1ccc(N2CC(NC(=O)C3CC3)CC2=O)cc1 (centres undefined),4%,19%,-6%,-10%,4%,-2,-6%,-35%,-4%
Cc1ccc2c(c1)c(N1CCCC1=O)c(C(=O)Nc1ccc(F)cc1F)n2C,-17%,30%,1%,-8%,i,1,1%,5%[59 µM],0%
COc1cc(OC)cc(C(=O)N[C@H](C(=O)OCC(=O)c2ccc(C)c([N+](=O)[O-])c2)C(C)C)c1,1%,29%,nt,-19%,-3%,-8,-17%,nt,25%
CCc1cccc(CC)c1NC(=O)CCS(=O)(=O)c1ccc(Br)s1,0%,-7%,-38%,-12%,-26%,-3,-31%,22µM*,0%

# Molecules from the list above with a tert-butyl group (two):
SMILES,GLS inhibitor,HP1b chromo inh,BAZ2B block,POLH inh,PGK inhibitor,PI4K2A block,JMJD2A Tudor inh,G9a block,Pin1 inh
CC(C)(C)NC(=O)CN(CCc1ccccc1)C(=O)c1csnn1,0%,17%,-1%,10%,-1%,-2,-3%,25%[12.7 µM],-6%
CC(C)(C)C(=O)NNC(=O)c1cc(C(C)(C)C)nn1Cc1ccccc1,-6%,24%,-12%,-21%,-3%,-4,1%,-6%,5%

# This is a subset; rates above refer to the full screens.
